Assay outcomes: PubChem, The Scripps Research Institute Molecular Screening Center
CHO-K1 Ca antag: M1 antagonist counterscreen hit in parental CHO-K1 cells | 0.6% of 360,000 active | AID 602250 | inhibition, % at 3 µM | ATP-induced calcium, Fluo-8 fluorescence;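 active = inhibition above a per-plate cutoff, the plate's mean sample inhibition plus 3 SD, cut at about 24% in these data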;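 also: 0% = DMSO plus EC80 ATP and 100% = DMSO alone without ATP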
CHO-K1 Ca ag: M1 agonist counterscreen hit in parental CHO-K1 cells. activation, % at 3 µM. 0.48% of 360,000 active. Fluo-8 calcium fluorescence; scaled to maximal ATP response, vehicle zero. AID 602248; in the data active = activation above about 15%;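 also: untransfected CHO-K1 host cells lacking M1 receptor as counterscreen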
M1 PAM parental: M1 PAM counterscreen hit in parental CHO-K1 cells | activation, % at 3 µM | ATP EC20, Fluo-8 calcium fluorescence; 0% at ATP EC20, 100% at ATP max | 0.02% of 360,000 active;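 active = activation above the run cutoff, the mean activation of all test compounds plus 3 SD, cut at about 40% in these data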;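 also: peak over basal fluorescence ratio in a 140 s read after ATP addition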
* hit, by the source's call. Not all compounds are listed, so the mix of outcomes need not match the whole.

1: CCOC(=O)[C@H]1[C@H]2COc3ccc(Cl)cc3[C@@H]2N2C(=O)[C@H](C)NC(=O)[C@@]12C
2: COCCNC(=O)C1CCCN(Cc2ccccc2-c2ccccc2)CC1 (stereo unspecified)
3: COc1cc(N2CCC(O)CC2)ccc1Nc1nnc(Cl)c(Nc2ccccc2S(C)(=O)=O)n1
4: CC1(C(=O)NS(=O)(=O)C2CC2)CCCN(C(=O)COc2ccccc2)C1 (stereo unspecified)
5: O=C(Nc1cccc(F)c1)c1ccc(-c2cccnc2)c2ccoc12
6: COc1ccc(CCNC2=CC(=O)CCC2)cc1OC
7: CS(=O)(=O)Nc1cccc(NC(=O)c2cccc3c(-c4cccnc4)coc23)c1
8: O=C(CN1C(=O)c2ccccc2C1=O)C(O)CN1C(=O)c2ccccc2C1=O (stereo unspecified)

assay / compound	1	2	3	4	5	6	7	8
CHO-K1 Ca antag	-14	-2	-4	14	15	-8	2	-10
CHO-K1 Ca ag	0.3	0.1	3.0	4.6	1.4	0.3	7.8	0.6
M1 PAM parental	17	9	2	3	1	13	9	16

9: CCC1(OC(=O)CN(C)C)C(=O)OCc2c1cc1n(c2=O)Cc2cc3c(N)cccc3nc2-1 (stereo unspecified)
10: CCOc1ccc2c(ccc(/C=C/c3cc(C)c4cccnc4c3O)[n+]2C)c1
11: CCc1nc2c(OCC(=O)C(C)(C)C)cccn2c1N(C)C(=O)C(C)C
12: CC(C)C[C@@H](CN)NC(=O)c1nc[nH]c1C(=O)N[C@@H](CC(C)C)C(=O)CNC[C@H](C)NC(=O)c1nc[nH]c1C(=O)N[C@@H](CC(C)C)C(=O)O
13: Nc1ncnc2c1ncn2[C@@H]1O[C@H](C(=O)NS(=O)(=O)c2c(Cl)nc3sccn23)[C@@H](O)[C@H]1O
14: O=C(NC(Cc1cn(Cc2ccccc2)cn1)C(=O)O)OCC1c2ccccc2-c2ccccc21 (stereo unspecified)
15: ClC1=CN(C2=NCCC2)CC1
16: CCCS(=O)(=O)NC(=O)C1(C)CCN(C(=O)c2ccccc2Br)C1 (stereo unspecified)

assay / compound	9	10	11	12	13	14	15	16
CHO-K1 Ca antag	-13	-1	-4	17	-8	3	10	1
CHO-K1 Ca ag	0.7	-1.0	0.1	-0.8	0.6	0.2	6.2	0.3
M1 PAM parental	-2	-15	12	-10	17	0	6	15

17: COc1cccc(/C=C2\SC(=S)N(CCCC(=O)Nc3cccc(C(=O)O)c3)C2=O)c1
18: O=C(CN1CCNCC1)N1CCOCC1
19: c1ccc2c(c1)OC1OC2Oc2ccccc21
20: OCCN(Cc1ccccn1)Cc1ccccn1
21: CCCS(=O)(=O)NC(=O)C1(C)CCCN(C(=O)c2ccc(F)cc2Cl)C1 (stereo unspecified)
22: CCCS(=O)(=O)NC(=O)C1(C)CCN(C(=O)Cc2cccc3ccccc23)C1 (stereo unspecified)
23: Nc1cccc(-c2c[nH]c3ncc(-c4cccnc4)cc23)c1
24: Cc1ccc(C2C=CC(C#N)=CN2Cc2ccccc2)cc1 (stereo unspecified)

assay / compound	17	18	19	20	21	22	23	24
CHO-K1 Ca antag	-3	-5	-5	-12	-3	-5	-20	-9
CHO-K1 Ca ag	-0.5	0.1	-0.5	1.5	0.4	0.0	0.3	0.6
M1 PAM parental	-3	10	8	18	16	4	11	-1

Compounds from the list above containing four or more nitrogen atoms:
3: COc1cc(N2CCC(O)CC2)ccc1Nc1nnc(Cl)c(Nc2ccccc2S(C)(=O)=O)n1
9: CCC1(OC(=O)CN(C)C)C(=O)OCc2c1cc1n(c2=O)Cc2cc3c(N)cccc3nc2-1 (stereo unspecified)
12: CC(C)C[C@@H](CN)NC(=O)c1nc[nH]c1C(=O)N[C@@H](CC(C)C)C(=O)CNC[C@H](C)NC(=O)c1nc[nH]c1C(=O)N[C@@H](CC(C)C)C(=O)O
13: Nc1ncnc2c1ncn2[C@@H]1O[C@H](C(=O)NS(=O)(=O)c2c(Cl)nc3sccn23)[C@@H](O)[C@H]1O
23: Nc1cccc(-c2c[nH]c3ncc(-c4cccnc4)cc23)c1

assay / compound	3	9	12	13	23
CHO-K1 Ca antag	-4	-13	17	-8	-20
CHO-K1 Ca ag	3.0	0.7	-0.8	0.6	0.3
M1 PAM parental	2	-2	-10	17	11

Next section:
25: COc1cccc(C(N)c2nc(-c3csc4ccccc34)cs2)c1 (stereo unspecified)
26: CC(C)OCCc1cccc[n+]1[O-]
27: Nc1ncnc2c1ncn2C1C=C(CO)C(O)C1O (stereo unspecified)
28: Nc1nc2ccc(Cl)cc2cc1C(=O)NCc1ccc(Oc2ccccc2)cc1
29: COc1ccccc1Cc1c(-c2ccco2)nc2c(C)cc(Br)cn12
30: COc1ccc(C(C)NC(=O)C2CCN(CCOc3ccc(Cl)cc3Cl)CC2)cc1OC (stereo unspecified)
31: CC(O)(c1cccc(F)c1)c1nc(-c2cncnc2)cs1 (stereo unspecified)
32: CCOC(=O)C1CCCN(C(=O)Cn2ncc3c(=O)oc4ccc(C)cc4c32)C1 (stereo unspecified)

assay / compound	25	26	27	28	29	30	31	32
CHO-K1 Ca antag	-19	-6	-12	28*	0	-8	-2	8
CHO-K1 Ca ag	0.6	0.3	1.0	6.1	1.0	5.5	0.8	0.7
M1 PAM parental	21	-5	10	-6	5	9	0	4

33: COc1cccc(-c2cccc(-c3nc(C(=O)NCc4ccc(Oc5ccccc5)cc4)cc4c3[C@H](CCO)N(S(=O)C(C)(C)C)C4)c2)c1 (stereo partly specified)
34: Cc1ccc2nc(-c3ccco3)c(CC3CCCCC3)n2c1
35: CCCS(=O)(=O)NC(=O)C1(C)CCN(C(=O)c2ccc(OC)cc2)C1 (stereo unspecified)
36: N#CC1=C(Nc2ccccc2Cl)SC2(CCCC2)NC1=O
37: Nc1nc2ccc(Cl)cc2cc1C(=O)NCCc1c[nH]c2ccccc12
38: O=S(=O)(Nc1ccc(C(O)(C(F)(F)F)C(F)(F)F)cc1)c1ccc(Cl)c2nonc12
39: Cc1nc2c(OCc3cccc(Cl)c3)cccn2c1N(C)CC1CC1
40: O=C(Nc1cc2c(cc1Cl)-c1ccc([N+](=O)[O-])cc1C2=NO)C(F)(F)F

assay / compound	33	34	35	36	37	38	39	40
CHO-K1 Ca antag	-10	-20	8	-5	16	2	11	-4
CHO-K1 Ca ag	0.6	1.5	-0.1	0.5	12	-0.7	8.4	2.0
M1 PAM parental	13	14	0	15	-5	9	-6	3

A draw from above in order of SMILES length, rising:
36: N#CC1=C(Nc2ccccc2Cl)SC2(CCCC2)NC1=O
31: CC(O)(c1cccc(F)c1)c1nc(-c2cncnc2)cs1 (stereo unspecified)
37: Nc1nc2ccc(Cl)cc2cc1C(=O)NCCc1c[nH]c2ccccc12
35: CCCS(=O)(=O)NC(=O)C1(C)CCN(C(=O)c2ccc(OC)cc2)C1 (stereo unspecified)
32: CCOC(=O)C1CCCN(C(=O)Cn2ncc3c(=O)oc4ccc(C)cc4c32)C1 (stereo unspecified)
38: O=S(=O)(Nc1ccc(C(O)(C(F)(F)F)C(F)(F)F)cc1)c1ccc(Cl)c2nonc12
33: COc1cccc(-c2cccc(-c3nc(C(=O)NCc4ccc(Oc5ccccc5)cc4)cc4c3[C@H](CCO)N(S(=O)C(C)(C)C)C4)c2)c1 (stereo partly specified)

assay / compound	36	31	37	35	32	38	33
CHO-K1 Ca antag	-5	-2	16	8	8	2	-10
CHO-K1 Ca ag	0.5	0.8	12	-0.1	0.7	-0.7	0.6
M1 PAM parental	15	0	-5	0	4	9	13

(listing goes on)
41: CCCCNC(=O)C(C#N)c1nc2ccccc2nc1N1CCN(Cc2ccc3c(c2)OCO3)CC1 (stereo unspecified)
42: NC(CSCc1ccccc1)C(=O)Nc1ccc([N+](=O)[O-])cc1 (stereo unspecified)
43: COc1cc(NS(=O)(=O)c2ccc(-n3cccn3)cc2)cc(OC)c1
44: Cc1ccc(-c2cnc(C(O)c3cccc(Cl)c3)[nH]2)cc1 (stereo unspecified)
45: Clc1cccc(-c2nc3ccc(Cl)cn3c2Cc2ccsc2)c1
46: CN(CCC#N)c1ccc(C=C(C#N)c2cccc(C(F)(F)F)c2)cc1

assay / compound	41	42	43	44	45	46
CHO-K1 Ca antag	-8	1	-2	-5	-14	-1
CHO-K1 Ca ag	0.1	5.2	9.9	0.7	-0.3	3.0
M1 PAM parental	19	8	2	2	13	18
